# High-throughput results (PubChem)
# FID counter: counter-screen for HCV NS3 helicase inhibitors: DNA intercalator displacement | AID 1845 | inhibition, % at 7.9 µM | DNA fluorescent intercalator displacement, fluorescence | actives 0.17% (n = 290,000); in the data active = inhibition above about 37%;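 note: 0% = vehicle and 100% = reference compound; higher means more ethidium bromide displaced from hairpin DNA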
# CRFBP-R2 block: antagonists of CRF-binding protein/CRF-R2 receptor complex; HEK293 CRF-R2/CRF-BP, CRF-induced calcium fluorescence; inhibition, % at 11.8 µM; actives 0.59% (n = 350,000);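 active = inhibition of the ligand-induced calcium signal above about 50% at the single tested concentration, limit read from the data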
# CRFR2-BP ag: agonists of human CRF-binding protein/CRF-R2 receptor complex; HEK293 CRF-R2/CRF-BP, calcium dye fluorescence (FLIPR); percent of saturating CRF peptide response; activation, % at 13.2 µM; actives 0.46% (n = 350,000);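 active = activation of at least 50%, plus an integration ratio under a set limit after plate pattern correction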;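 note: plate controls were neutral control wells without compound for no effect and CRF at EC100 for full effect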
# MEKK2mut PB1 HTS: signal of MEK5 binding to mutant human MEKK2 PB1 domain; bead flow cytometry, Alexa488-MEK5 binding to MEKK2 mutant; percent response, % at 10 µM; actives 0.35% (n = 290,000); in the data active = percent response above about 24%, passing the limit was not always enough; note: inactives centre near 1; some results filed as inactive read as strong as hits
# GalR3 antag: human GalR3 antagonism; actives 0.44% (n = 360,000); O60755; inhibition, % at 3 µM; HEK293 GalR3-CNG cAMP membrane potential fluorescence; galR3 body fused to GalR1 C-terminus;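 active = inhibition above the screen-wide average plus 3 SD, cut at about 13% in these data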;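 note: forskolin and galanin both at EC90 stimulate the cells; cAMP rise reported by CNG channel membrane potential dye signal; 0% = forskolin plus galanin with DMSO and 100% = forskolin alone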
# Target sequence (O60755 1-299 limits assumed): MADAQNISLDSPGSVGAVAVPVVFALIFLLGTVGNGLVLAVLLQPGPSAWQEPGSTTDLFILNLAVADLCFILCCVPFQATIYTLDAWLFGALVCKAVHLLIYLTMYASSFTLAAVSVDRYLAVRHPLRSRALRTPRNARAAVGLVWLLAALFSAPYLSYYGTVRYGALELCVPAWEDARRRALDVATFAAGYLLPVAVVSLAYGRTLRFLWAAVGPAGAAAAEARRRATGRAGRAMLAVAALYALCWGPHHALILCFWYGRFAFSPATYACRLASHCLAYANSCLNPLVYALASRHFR
# UBC9 SUMO inh: blocks human SUMOylation mediated by UBC9 | HTRF SUMOylation assay, SAE1/SAE2 + UBC9, in vitro | AID 2006 | inhibition, % at 35 µM | actives 0.36% (n = 290,000); in the data active = inhibition above about 50%, passing the limit was not always enough; note: strong numbers were not always called active
# Target sequence (P63279 whole entry, looked up): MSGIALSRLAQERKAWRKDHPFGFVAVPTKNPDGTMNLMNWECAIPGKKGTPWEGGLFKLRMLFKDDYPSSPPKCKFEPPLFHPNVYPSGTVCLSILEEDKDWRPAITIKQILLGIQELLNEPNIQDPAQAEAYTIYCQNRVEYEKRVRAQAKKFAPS
# MEKK3 PB1 HTS: MEKK3-MEK5 PB1 interaction, increase or decrease; Q99759; bead-based flow cytometry, Alexa488-MEK5 binding to MEKK3; actives lie on both sides; 0 = blocked by unlabeled MEK5, 100 = vehicle; binding response (% of control), % at 10 µM; actives 1.4% (n = 290,000); AID 1529;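 active = binding response more than 3 SD above or below the average of its plate-row segment, actives on both sides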;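 note: Alexa488 bead fluorescence after subtracting the streptavidin-only scavenger bead signal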
# Target sequence (Q99759 whole entry, looked up): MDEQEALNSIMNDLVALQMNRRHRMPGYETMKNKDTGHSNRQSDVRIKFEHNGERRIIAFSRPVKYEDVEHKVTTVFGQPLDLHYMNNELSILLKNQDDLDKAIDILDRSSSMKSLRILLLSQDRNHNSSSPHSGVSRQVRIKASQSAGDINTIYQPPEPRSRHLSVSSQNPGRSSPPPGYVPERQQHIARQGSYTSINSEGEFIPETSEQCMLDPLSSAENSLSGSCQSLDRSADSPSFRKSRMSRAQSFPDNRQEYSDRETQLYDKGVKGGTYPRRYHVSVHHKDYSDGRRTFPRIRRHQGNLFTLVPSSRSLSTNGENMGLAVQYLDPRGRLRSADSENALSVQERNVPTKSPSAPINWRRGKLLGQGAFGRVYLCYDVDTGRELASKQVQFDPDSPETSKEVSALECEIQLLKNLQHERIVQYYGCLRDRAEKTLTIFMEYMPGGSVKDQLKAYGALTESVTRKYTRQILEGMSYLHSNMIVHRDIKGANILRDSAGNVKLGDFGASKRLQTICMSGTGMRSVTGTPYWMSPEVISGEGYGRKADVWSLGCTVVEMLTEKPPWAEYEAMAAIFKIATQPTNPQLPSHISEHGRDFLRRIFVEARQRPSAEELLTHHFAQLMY
# NS3 helicase inh: HCV NS3 helicase inhibition; NS3 helicase DNA unwinding, Cy5 molecular beacon fluorescence; inhibition, % at 10.9 µM; actives 0.56% (n = 290,000); AID 1800;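 active = inhibition above the mean of all tested compounds plus 3 SD, set per campaign, cut at about 35% in these data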;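 note: 0% = DMSO wells and 100% = thioflavine S control wells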
#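 Measured by: Cy5 fluorescence, 0 and 60 min reads / Assay system: NS3 helicase fragment of HCV / Control set: low DMSO, high thioflavine S at 110 µM / Times: 1 h reaction at 25 °C, ATP-initiated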
# MEKK2wt PB1 HTS: raises or lowers MEK5 binding to wildtype human MEKK2 PB1 domain. Q9Y2U5. bead flow cytometry, Alexa488-MEK5 binding to MEKK2 WT; actives lie on both sides. binding response (% of control), % at 10 µM. actives 1.1% (n = 290,000); in the data active = binding response below about 67% or above about 130%
# Starred values were filed as active, the others as inactive; . = no result given; & = joins results of further samples. An excerpt; the hit share may differ from the screen's.
SMILES,FID counter,CRFBP-R2 block,CRFR2-BP ag,MEKK2mut PB1 HTS,GalR3 antag,UBC9 SUMO inh,MEKK3 PB1 HTS,NS3 helicase inh,MEKK2wt PB1 HTS
O=C(NCC(=O)N1CCN(c2ccccc2)CC1)c1ccc(Cl)cc1,-18,5,-2.5,2,14*,2,102,-14,105
O=C(NCCS(=O)(=O)c1ccc(Br)cc1)c1ccc(F)cc1,-6,0,-0.6,3,-2,15,100,2,102
COc1ccc(C(=O)N2CCN(c3ccccn3)CC2)cc1[N+](=O)[O-],-7,9,3.8,3,2,13,100,-3,101
CN1CCN(C(=O)/C(=C\c2cccs2)NC(=O)c2ccccc2)CC1,-4,0,0.8,-5,-9,-7,100,5,99
N#Cc1c(C(F)(F)F)cc(-c2cccc(Cl)c2)[nH]c1=O,-22,13,0.3,-7,-3,35,92,19,92
COC(=O)c1cc2n(n1)CCN(Cc1ccc(OC)cc1)C2=O,-11,-10,5.0,14,1,17,103,22,104
CC1Oc2ccccc2N(CC(=O)NCc2ccccc2)C1=O (centres undefined),-4,24,-1.8,-1,-8,14,97,0,99
CCOc1ccc(NC(=O)C(=O)N/N=C/c2ccccc2F)cc1,-3,14,1.4,-3,-6,4,97,7,92
COC(=O)c1cc(S(=O)(=O)N2CCCCC2C)c[nH]1 (centres undefined),-7,0,-2.2,5,-8,-3,106,0,102
COc1ccc(CN2CCNC(=O)C2CC(=O)NCc2cc(C)n(C)n2)c(F)c1 (centres undefined),-11,-9,0.5,5,1,9,102,-2,103

# Among those listed so far, three have an aryl methoxy group:
SMILES,FID counter,CRFBP-R2 block,CRFR2-BP ag,MEKK2mut PB1 HTS,GalR3 antag,UBC9 SUMO inh,MEKK3 PB1 HTS,NS3 helicase inh,MEKK2wt PB1 HTS
COc1ccc(C(=O)N2CCN(c3ccccn3)CC2)cc1[N+](=O)[O-],-7,9,3.8,3,2,13,100,-3,101
COC(=O)c1cc2n(n1)CCN(Cc1ccc(OC)cc1)C2=O,-11,-10,5.0,14,1,17,103,22,104
COc1ccc(CN2CCNC(=O)C2CC(=O)NCc2cc(C)n(C)n2)c(F)c1 (centres undefined),-11,-9,0.5,5,1,9,102,-2,103

# Going on with the list:
SMILES,FID counter,CRFBP-R2 block,CRFR2-BP ag,MEKK2mut PB1 HTS,GalR3 antag,UBC9 SUMO inh,MEKK3 PB1 HTS,NS3 helicase inh,MEKK2wt PB1 HTS
CC1CC(C)(C)Nc2ccc(N=O)cc21 (centres undefined),7,5,-0.4,0,1,17,101,1,102
Cc1cccc2sc(NC(=O)C3=NN(c4ccccc4)C(=O)CC3)nc12,-5,-16,8.1,5,-3,5,98,13,95
Cc1ccc2nc(NC(=O)c3ccc(OCC4CCCO4)cc3)sc2c1 (centres undefined),-7,-34,-0.5,-6,-11,-9,74,18,87
O=C(O)c1nn(CC(=O)N(C2CCCCC2)C2CCCCC2)c(=O)c2ccccc12,2,-49,2.2,0,-4,-10,100,1,92
Cc1ccc(Cl)cc1NC(=O)Nn1cnnc1,-3,-7,-0.5,2,4,3,106,-2,110
O=C(CNC(=O)C1CCCCC1)Nc1cc(Cl)cc(Cl)c1,-1,-30,0.4,2,-1,2,103,0,106
COC(=O)c1cc(=O)n2c(sc3ccccc32)c1C#N,-1,-3,1.8,-24,-5,24,88,1,83
N=c1sccn1CC(=O)Nc1ccc([N+](=O)[O-])cc1Cl,11,19,4.1,0,-5,9,94,4,93
COc1cc2c(c(OCC(=O)NC(C)C)c1)C(=O)O[C@@H](C)CCCC(=O)CCCCC2,-45,-7,-5.3,6,-6,-9,103,-8,98
CC(Oc1ccc2c3c(c(=O)oc2c1)CCCC3)C(=O)NCc1cccnc1 (centres undefined),-30,-10,-1.3,5,0,.,100,-10,101
O=C1c2ccccc2C(O)N1Cc1ccc2c(c1)OCO2 (centres undefined),-5,-14,-3.8,9,.,6,107,-1,113
C=C(C)CSc1nnc(-c2ccccc2)n1N,3,20,-2.5,.,-9,6,.,-8,.
CCc1ccc2nc(N)sc2c1,-4,-8,0.5,-2,-8,8,101,1,101
COc1ccc(C(=O)N(C)C2CCCCC2)cc1OC1CCN(C(C)C)CC1,2,7,0.0,4,-3,1,100,-15,102
O=C1NCC(c2ccccc2)C1C(=O)N/N=C\c1ccc(-c2ccc(Cl)c(Cl)c2)o1 (centres undefined),-15,-13,0.2,1,-7,-6,97,-2,94
CC#CCN1c2ccccc2[C@]23C[C@@H](C(=O)OC)N(C(=O)OCC)C2=NC(C(=O)OC)=C(C(=O)OC)[C@H]13,.,-3,0.8,3,-3,0,98,.,98
O=C(O)C1CC=CCC1C(=O)NC12CC3CC(CC(C3)C1)C2 (centres undefined),-4,13,1.3,-1,0,32,101,1,97
Cc1ncsc1CCOC(=O)c1cccc([N+](=O)[O-])c1,1,18&2,1.3&1.3,-2,1&-5,-3,97,-12,99
CC(C)(/C=N/O)/[N+]([O-])=C/c1ccccc1C(F)(F)F,1,-1,-2.1,.,-5,-13,.,-3,.
C=CCSc1nnc(-c2c[nH]c3ccccc23)n1CC,-11,-7,-1.9,9,.,8,104,6,106
CCCN(CCC)C(=O)c1ccc2c(c1)N(CC)C(=O)c1ccccc1S2(=O)=O,-32,17,-2.4,3,-1,-4,107,-1,111
COc1ccc(OC)c(S(=O)(=O)N2CCC(C(=O)Nc3ccc(C)c(C)c3)CC2)c1,-31,-11,1.0,-10,1,-25,93,-7,94
N#Cc1c(NC(=O)CSc2nc3ccccc3c(=O)n2Cc2ccco2)sc2c1CCCC2,.,11,-0.7,-1,-2,17,100,.,98
O=S(=O)(Nc1ccc2c(c1)CCC2)c1cccs1,0,52*,1.4,-1,-6,10,99,-1,96
COc1ccccc1NC(=O)c1ccc(NS(=O)(=O)c2cccc3cccnc23)cc1,-3,5,0.2,2,4,-3,96,6,102
Cc1ccc(-n2nc3c(=O)n(CC(=O)NCCC4=CCCCC4)nc(C)c3c2C)cc1,-35,3,-3.8,5,-4,.,99,1,97
COc1ccc(NC2=C3CCCC=C3N(c3ccc(OC)cc3)C2=O)cc1,-4,5,-1.8,-9,-5,22,100,-5,95
COC(=O)c1ccc(OC)c(OC2CCCC2)c1,-2,-2,-1.0,4,0,-6,106,7,104
CCOc1cc(NC(=S)NCCCN(C)C)c(OCC)cc1NC(=O)c1cccs1,12,1,3.8,1,-6,-8,120,-9,110
CCn1c(COc2cccc(C)c2C)nnc1SCC(=O)N1CCN(c2ccc(OC)cc2)CC1,-1,-7,-0.7,4,-3,17,103,-7,104

# With a hit mark in GalR3 antag (from the list above):
compound | CRFBP-R2 block | CRFR2-BP ag | MEKK2mut PB1 HTS | GalR3 antag | UBC9 SUMO inh | MEKK3 PB1 HTS | NS3 helicase inh | MEKK2wt PB1 HTS
O=C(NCC(=O)N1CCN(c2ccccc2)CC1)c1ccc(Cl)cc1 | 5 | -2.5 | 2 | 14* | 2 | 102 | -14 | 105

# More records follow:
SMILES,FID counter,CRFBP-R2 block,CRFR2-BP ag,MEKK2mut PB1 HTS,GalR3 antag,UBC9 SUMO inh,MEKK3 PB1 HTS,NS3 helicase inh,MEKK2wt PB1 HTS
CC(=O)n1nc2nc(C)cc(C)c2c1N,0,1,0.3,3,.,-10,100,9,100
CCOC(=O)C1CCN(C(=O)C2CCN(S(=O)(=O)c3cc(Cl)ccc3Cl)CC2)CC1,-8,-21,0.4,-5,-6,-12,81,3,91
CCSc1nnc(NC(=O)c2cnccn2)s1,.,-7,0.9,-1,.,14,97,.,101
Cc1ccc(-n2c(N)c(Br)c(=O)[nH]c2=O)cc1C,0,-7,3.4,-7,1,5,76,2,77
COC(=O)/C=C/c1ccc2c(c1)S(=O)(=O)N(c1cccc(OC)c1)[C@H]2CC(=O)OC,.,3,-1.6,2,-3,.,99,.,97
O=C(Cc1ccccc1Cl)N1CCN(c2ccccn2)CC1,-12,4,-1.3,-5,-3,5,84,-14,84
O=C(COc1ccccc1)NCCc1nc2ccccc2[nH]1,-2,-8,3.2,-1,-5,9,102,-8,99
O=C(CCN1C(=O)c2ccccc2C1=O)Nc1ccc(-c2nc3ccccc3o2)cc1,1,-3,1.7,.,0,15,.,5,.
CC(O)(C#CCN1CCCC1)c1ccccc1 (centres undefined),2,6,0.3,-7,-4,-17,92,10,92
O=C(CNC(=O)c1ccc(Br)cc1)OCC(=O)c1ccccc1,-17,2,-1.2,-4,-2,3,97,-8,95
NC1=NC(=O)C(CC(=O)Nc2ccc3c(c2)OCO3)S1 (centres undefined),2,13,1.5,-6,-2,-4,96,15,88
CC(=O)N1CCN(S(=O)(=O)c2cccc(C(=O)Nc3ccccc3N3CCOCC3)c2)CC1,-25,14,-0.9,-14,-6,-2,79,6,78
COC(=O)C(O)(CC(=O)Nc1ccc(Cl)cc1Cl)C(F)(F)F (centres undefined),0,21,-1.5,-9,1,16,85,1,98
CN(C)C1CCN(C(=O)c2cccc(OC3CCN(S(=O)(=O)N(C)C)CC3)c2)C1 (centres undefined),4,-4,-1.2,1,-2,-10,100,8,101
COc1cc([N+](=O)[O-])ccc1-c1ccc(/C=N/NC(N)=O)o1,-6,-53,23,-5,-4,22,94,7,89
Cn1c(=O)oc2cc(S(=O)(=O)N3CCCC3)ccc21,-1,27,-5.9,1,.,18,103,0,103
COc1ccccc1NS(=O)(=O)c1cc(NC(=O)c2ccccc2F)ccc1N1CCOCC1,-20,6,-0.9,-1,2,-1,102,-7,96
COC(=O)Cc1cc(=O)[nH]c(/N=C(\N)Nc2ccc(C)cc2)n1,-14,15,0.1,0,-2,-2,103,3,99
Cc1[nH]n(C2=NCCS2)c(=O)c1N=Nc1ccccc1,0,6,-1.0,9,-4,8,104,6,105
O=C(CN1CCN(Cc2ccccc2Cl)C1=O)NCc1cccnc1,-4,-1,-0.9,0,3,-8,99,3,104
Cc1ccc(S(=O)(=O)C(C#N)c2nc3ccccc3nc2OC(C)C)cc1 (centres undefined),-6,43,-0.6,2,-1,-2,103,9,102
CN(Cc1ccc(F)cc1)C(=O)c1ccc2c(c1)NC(=O)CS2,-11,0,-1.6,-6,-8,3,98,2,97
CC(C)CCn1cnc2c1c(=O)n(CC(=O)NC(N)=O)c(=O)n2Cc1ccccc1,-35,0,0.2,-2,-11,-2,98,-2,99
COCCCN(C(=S)NC(=O)C12CC3CC(CC(C3)C1)C2)c1c(N)n(Cc2ccccc2)c(=O)[nH]c1=O,-28,-10,-0.4,-6,-2,6,96,4,88
Cc1c(OCC(=O)N[C@@H](Cc2c[nH]c3ccccc23)C(=O)O)ccc2c1oc(=O)c1ccccc12,12,-1,-0.2,-2,1,-2,98,-33,98
CC(=O)Nc1ccc(NC(=O)CNC(=O)c2cccc(C)c2)cc1,0,6,0.1,-5,-6,-17,97,17,95
CC(=O)Cc1nsc(NC(=O)c2ccc(COc3ccccc3Cl)o2)n1,-13,16,8.6,-6,-11,-7,100,-16,95
COc1ccc(C(CNC(=O)COc2ccc(F)cc2Br)N2CCCC2)cc1 (centres undefined),10,-19,1.2,-2,-5,20,102,-25,104
O=C(CSc1ccc(-c2ccccc2)nn1)N1CCOCC1,-2,-23,-2.8,3,-5,19,107,1,108
COc1ccc(CNC(=O)c2ccc(-c3ccccc3)cc2)cc1,-2,-49,0.5,-2,-6,3,97,-1,94
Oc1ccc(/C=N/N=C/c2ccc(O)cc2)cc1,18,9,-4.8,-2,-4,12,82,-18,86
Cc1c(CCC(=O)O)c(=O)oc2cc3occ(C(C)(C)C)c3cc12,-35,7,-2.2,-7,-3,27,89,19,90
N#CCNC1CC(=O)N(c2ccc(F)cc2)C1=O (centres undefined),0,2,-1.7,8,-3,10,97,1,107
COc1ccccc1N1CCN(C(=O)/C=C/c2ccco2)CC1,-17,8,1.2,0,-3,8,98,1,101
O=C(CSc1nnc(CNC(=O)c2cccc(C(F)(F)F)c2)o1)NC1CCCCC1,-22,-2,-0.6,3,1,4,103,0,106
